Compound activity as filed in PubChem BioAssay.
Kir21 inh = blocks the mouse Kir2.1 inward-rectifier potassium channel; AID 1672; HEK293-Kir2.1, FluxOR thallium flux fluorescence; stronger effect = lower value; P35561; actives 0.85% (n = 310,000); B-score at 10 µM;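 active means fluorescence ratio B-score at or below minus 3 SD of library scores, with starting-brightness B-score within 2 SD, cut at about -4.2 in these data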;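 further: channel flux triggered by added potassium and thallium sulfate stimulus; B-score of peak minus minimum fluorescence over baseline after thallium stimulus; more negative B-score means stronger Kir2.1 block with less thallium influx; some compounds called inactive have numbers as strong as hits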
KCNQ2 block = KCNQ2 potassium channel inhibitors, primary screen, cell-based, CHO-K1, FluxOR thallium flux, B-score (AID 2156); O88943; 20 min; stronger effect = lower value; B-score at 10 µM; actives 1.1% (n = 310,000);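 active means fluorescence ratio B-score at most minus 3 library SDs, with starting brightness B-score within 2 library SDs, cut at about -5.5 in these data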
Target sequence (O88943 whole entry, looked up): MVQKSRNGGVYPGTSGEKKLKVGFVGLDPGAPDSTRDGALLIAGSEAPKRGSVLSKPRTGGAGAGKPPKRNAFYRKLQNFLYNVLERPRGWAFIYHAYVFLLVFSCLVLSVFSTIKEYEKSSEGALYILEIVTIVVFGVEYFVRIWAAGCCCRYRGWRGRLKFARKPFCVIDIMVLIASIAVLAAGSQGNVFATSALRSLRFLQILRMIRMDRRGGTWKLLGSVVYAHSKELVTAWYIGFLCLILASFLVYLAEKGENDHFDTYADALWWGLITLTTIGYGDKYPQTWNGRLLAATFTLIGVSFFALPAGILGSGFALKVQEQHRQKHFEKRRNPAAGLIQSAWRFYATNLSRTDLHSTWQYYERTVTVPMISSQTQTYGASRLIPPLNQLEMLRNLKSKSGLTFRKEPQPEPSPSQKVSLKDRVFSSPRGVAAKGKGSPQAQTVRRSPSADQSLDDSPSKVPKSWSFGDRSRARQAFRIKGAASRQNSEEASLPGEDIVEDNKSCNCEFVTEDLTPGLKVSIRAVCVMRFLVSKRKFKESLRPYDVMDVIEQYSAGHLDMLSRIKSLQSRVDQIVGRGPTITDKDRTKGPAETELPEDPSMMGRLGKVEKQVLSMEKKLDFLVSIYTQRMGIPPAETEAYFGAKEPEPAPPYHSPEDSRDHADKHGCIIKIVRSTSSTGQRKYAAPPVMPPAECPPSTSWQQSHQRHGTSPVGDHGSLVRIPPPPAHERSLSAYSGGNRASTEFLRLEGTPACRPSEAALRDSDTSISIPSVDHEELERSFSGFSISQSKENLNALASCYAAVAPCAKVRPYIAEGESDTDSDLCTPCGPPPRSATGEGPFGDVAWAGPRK
* marks the source's active call; other numbers are inactive results; i = inactive.

SMILES	KCNQ2 block	Kir21 inh
CCOC(=O)C1=C(C)n2c(s/c(=C/c3cccc([N+](=O)[O-])c3)c2=O)=NC1c1ccc(O)c(OC)c1 (stereo unspecified)	-6.12*	-0.2
C=CCNC(=O)c1cc(Cl)ccc1[N+](=O)[O-]	i	-1.3
COc1ccc(N(CC(=O)N2CCOCC2)S(C)(=O)=O)cc1OC	i	0.31
COc1ccccc1NC(=O)c1cc2c(=O)n(C)c3ccccc3c2n1C	i	1.67
COc1ccc(C(=O)Nc2ccccc2C(=O)NCCN2CCOCC2)cc1	i	1.62
Cc1nn2c(CN(C(=O)COc3ccccc3)c3ccccc3)nnc2c2ccccc12	i	0.02
C=CCN=C(C)C1=C(O)C(C)OC1=O (stereo unspecified)	i	-1.89
COc1ccc(C(=O)/C=C/c2ccccc2C(F)(F)F)cc1	i	-0.09
S=C1NC2(CCCCC2)Nc2ccccc21	i	1.35
CC(C)(C)NC(=O)NC(=O)COC(=O)c1c(F)cccc1Cl	i	1.59
COc1ccc(-c2cc(C(=O)OCC(=O)N(C)C)c3ccccc3n2)cc1	i	-1.68
CCCc1c(C(=O)N/N=C(\C)CCc2ccccc2)nnn1-c1nonc1N	i	-0.87
O=c1c2ccccc2c(-c2ccc(F)cc2)nn1-c1ccc(C(F)(F)F)cc1	i	-0.34
Cn1cc(C(=O)N/N=C/C(Br)=C\c2ccccc2)ccc1=O	i	0.19
CN(C)c1ccc(P(=O)(OC2CCCCC2)C(O)c2ccccn2)cc1 (stereo unspecified)	i	-0.66
COc1ccc(NC(=O)CC2C(=O)N(c3ccc(Cl)cc3)C(=S)N2NC(=O)c2cccc(F)c2)cc1 (stereo unspecified)	i	0.47
O=C(O)/C=C\c1cccc(-n2nnnc2SCc2ccccc2F)c1	i	-1.83
O=C(c1ccc(Cl)c(S(=O)(=O)N2CCCCCC2)c1)N1CCOCC1	i	0.39
O=C(CSc1ccc(Cl)cc1)Nc1nnc(-c2cccc([N+](=O)[O-])c2)s1	i	1.44
O=C(Nc1ccc(S(=O)(=O)Nc2nccc(C3Cc4ccccc4C(=O)O3)n2)cc1)c1ccccc1 (stereo unspecified)	i	0.07

Among those listed so far, these contain four or more nitrogen atoms.
SMILES	KCNQ2 block	Kir21 inh
Cc1nn2c(CN(C(=O)COc3ccccc3)c3ccccc3)nnc2c2ccccc12	i	0.02
CCCc1c(C(=O)N/N=C(\C)CCc2ccccc2)nnn1-c1nonc1N	i	-0.87
COc1ccc(NC(=O)CC2C(=O)N(c3ccc(Cl)cc3)C(=S)N2NC(=O)c2cccc(F)c2)cc1 (stereo unspecified)	i	0.47
O=C(O)/C=C\c1cccc(-n2nnnc2SCc2ccccc2F)c1	i	-1.83
O=C(CSc1ccc(Cl)cc1)Nc1nnc(-c2cccc([N+](=O)[O-])c2)s1	i	1.44
O=C(Nc1ccc(S(=O)(=O)Nc2nccc(C3Cc4ccccc4C(=O)O3)n2)cc1)c1ccccc1 (stereo unspecified)	i	0.07

Carrying on:
SMILES	KCNQ2 block	Kir21 inh
COCCCN(C(=O)Nc1ccc(C)c(C)c1)C(C)c1ccccn1 (stereo unspecified)	i	-0.01
COc1ccc2[nH]c(C)c(CCN(Cc3cccs3)C(=S)Nc3cccc(F)c3)c2c1	i	0.94
COc1ccc(C(C)NC(=O)Cc2cccs2)cc1OC (stereo unspecified)	i	0.21
Cc1ccc(-c2nnc(N3CC(C)OC(C)C3)c3ccccc23)cc1 (stereo unspecified)	i	-1.54
CC(CCN1CCN=C1Nc1ccccc1)c1ccccc1 (stereo unspecified)	i	-0.41
COc1ccc(CCn2c3c(c(=O)[nH]c2=O)C(NC(=O)c2cccs2)(C(F)(F)F)C(=O)N3)cc1OC (stereo unspecified)	i	-0.46
O=C(NCCc1c[nH]c2ccccc12)c1ccc(S(=O)(=O)NCc2ccco2)cc1	i	-1.37
CC(=O)c1c(C)[nH]c(C(=O)Nc2cccnc2)c1C	i	1.75
Cc1ccc2c(C)nc(Nc3nc(CSc4nnc(C)s4)cc(=O)[nH]3)nc2c1	i	-1.46
CSCCCN1CCCC(CO)(Cc2ccc(F)cc2)C1 (stereo unspecified)	i	-0.08
CN(c1ccccc1)S(=O)(=O)c1cccc(NC(=O)CN2CCCc3ccccc32)c1	i	-0.61
O=C(O)CC/C(=N/Nc1ncc(C(F)(F)F)cc1Cl)C(=O)O	i	-0.27
COc1cc(-c2noc(CCCC(=O)Nc3cccnc3)n2)cc(OC)c1OC	i	1.09
COc1ccc2[nH]c3c(=O)n(CCCCCC(=O)NCCC(C)C)c(=S)[nH]c3c2c1	i	0.02
Fc1cc(F)c2nc(N3CCCC3)sc2c1	i	0.36
Cc1ccccc1N1CC(C(=O)Nc2ccc3c(c2)OCO3)CC1=O (stereo unspecified)	i	-0.91
COc1ccc(C(=O)OCC(=O)N2C(C)CCCC2C)cc1[N+](=O)[O-] (stereo unspecified)	i	3.08
CCOc1ccc(OCCC(=O)OCC(=O)NCc2ccccc2)cc1	i	0.03
O=C(NCC1CCCO1)c1cc2nc(-c3ccco3)cc(C(F)(F)Cl)n2n1 (stereo unspecified)	i	-0.05
COc1ccccc1C(=O)NC(=O)Nc1c(C)cc(C)cc1C	i	0.92
CCCCNc1c(-c2ccc(SC(C)CC)c(OC)c2)nc2ccc(C)cn12 (stereo unspecified)	i	1.81
COc1ccccc1N1CCN(C(=O)/C=C/c2cccs2)CC1	i	-0.04
COc1ccc(N2CC(NS(=O)(=O)c3cccs3)CC2=O)cc1 (stereo unspecified)	i	-1.53
O=C(CN1C(=O)CC(c2ccccc2)S(=O)(=O)c2ccccc21)N1CCCCC1 (stereo unspecified)	i	3.29
COc1ccc(-c2ccc(C(=O)O)o2)c([N+](=O)[O-])c1	i	-0.47
O=S(=O)(NCc1ccccc1)c1ccc(S(=O)(=O)N(Cc2cccs2)CC2CCCO2)cc1 (stereo unspecified)	i	1.78
COc1cc(/C=C2/SC(=O)N(Cc3ccccc3)C2=O)ccc1OCc1ccncc1	i	-0.85
CCC(C)OC(=O)n1ccc(C(=O)Nc2nccs2)n1 (stereo unspecified)	i	0.01
Cc1cc(=O)oc2ccc(OC(=O)CN3C(=O)c4cccc([N+](=O)[O-])c4C3=O)cc12	i	1.45
COc1cc(NC(=O)c2cc(S(=O)(=O)N3CCCCC3)c[nH]2)cc(OC)c1	i	0.8
Cc1nn(C)cc1C(C(=O)NC1CCCCC1)N(C(=O)Cc1cccs1)c1ccc(Cl)cc1 (stereo unspecified)	i	-0.27
O=C(c1cnccn1)N(Cc1cccs1)C1(C(=O)NC2CCCCC2)CCCCC1	i	0.47
CCn1c(N)nc2c1c(=O)n(C)c(=O)n2C	i	1.69
CCC(C)NC(=O)C1CCN(S(=O)(=O)N2CCCC2)CC1 (stereo unspecified)	i	1.83
Cc1cc([N+](=O)[O-])nn1CC(=O)Nc1ccc(Cl)cn1	i	-0.13
Cc1ccccc1Nc1nc(N)nc(COC(=O)CCNS(=O)(=O)c2ccccc2)n1	i	-0.68
COc1cc(NC(C)CCc2ccccc2)cc(OC)c1OC (stereo unspecified)	i	-0.54
COc1cc2c(cc1OC)C(c1cc(Br)c(OC)c(OC)c1)CC(=O)N2 (stereo unspecified)	i	0.52
Cc1ccc(NS(=O)(=O)c2ccc(C)c(NC(=O)COc3ccccc3)c2)c(C)c1	i	0.59
Clc1nnc2ccc(-c3ccccc3)nn12	i	-0.21
CCOC(=O)c1cn(CC)c2cc(N3CCCCC3)c(F)cc2c1=O	i	1.13
CCOC(=O)N1CCN(C(=O)CSCC(=O)N=c2sc3ccccc3n2C)CC1	i	-1.38
COc1ccc(-n2ccsc2=S)cc1	i	0.14
COc1ccc(S(=O)(=O)N(CC(=O)Nc2ccc(S(=O)(=O)N3CCOCC3)cc2)Cc2ccc(F)cc2)cc1	i	1.91
C=CCC(NCCCO)c1cccc(OC)c1OC (stereo unspecified)	i	0.68
CCCCNC(=O)N(O)C1N(/N=C/c2ccccc2O)C(=S)SC1(C)C (stereo unspecified)	i	0.09
COc1ccc(OCCCCOc2ccccc2Cl)cc1	i	-0.06
CCn1c(SCC(=O)N2CCc3ccccc32)nnc1-c1ccco1	i	1.23
CNC(=O)COc1ccc2oc3c(c2c1)CCCC3	i	0.33
COc1ccc(CCN2CC(C(=O)NC3CCCCC3)CC2=O)cc1OC (stereo unspecified)	i	0.42
O=C(Nc1nccs1)Oc1ccccc1	i	1.22
CCn1c(=O)cc(SCC(=O)NCCCN2CCN(c3ccc(F)cc3)CC2)c2ccccc21	i	-2.7
O=C1NCCCC1C(=O)N/N=C/c1cccc(O)c1 (stereo unspecified)	i	0.85
O=C(c1cc(COc2ccc(F)cc2Cl)on1)N1C[C@H]2CC[C@H]1C2	i	0.71
Cc1nonc1CN(C)C(=O)c1ccc(OC2CCN(Cc3ccccn3)CC2)cc1	i	-0.71
CC1=C(C(N)=O)C(c2ccc(F)cc2)n2nc(CCCO)nc2N1 (stereo unspecified)	i	-2.53
CCOC(=O)N1CCN(CC(=O)c2ccc(O)cc2O)CC1	i	-0.26
c1ccc(-c2ccc(CN3C[C@@H]4C(c5ccccc5)C5(c6ccccc6)CC4(C5)[C@H]3c3ccccc3)cc2)cc1 (stereo partly specified)	i	4.05e-16
CN(C)c1ccc(/C=C(\NC(=O)c2ccccc2)C(=O)NCCCn2ccnc2)cc1	i	0.01
CC1=NN(c2ccccc2)C(=O)C1C(=O)c1ccc(Cl)cc1 (stereo unspecified)	i	0.08

Rewritten with values under each structure: entries from further up.
Second line of a record: KCNQ2 block, Kir21 inh
CNC(=O)COc1ccc2oc3c(c2c1)CCCC3
 : i, 0.33
COc1ccc(CCN2CC(C(=O)NC3CCCCC3)CC2=O)cc1OC (stereo unspecified)
 : i, 0.42

Later entries
SMILES	KCNQ2 block	Kir21 inh
Cc1ccc(/C=C/C(=O)NC(=S)N2CCN(c3ccc(F)cc3)CC2)cc1	i	0.95
Cc1cc(Sc2ccc([N+](=O)[O-])cn2)ccc1Br	i	0.63
COc1ccc(C(CC(=O)O)NS(=O)(=O)c2ccc(C)cc2)cc1OC (stereo unspecified)	i	0.76
CCOc1ccccc1NC(=O)Cn1c(=O)n(-c2ccc(OC)cc2OC)c(=O)c2c(C)c(C(=O)N(CC)CC)sc21	i	-0.37
Cc1ccc(OCC(=O)N/N=C/C=C/c2ccco2)c(Br)c1	i	1.04
CCCCn1c(N)c(N(CC(C)C)C(=O)c2cccs2)c(=O)[nH]c1=O	i	1.57
O=C(CN1CCN(C/C=C/c2ccccc2)CC1)NCc1ccccc1	i	0.95
CC(CNC(=O)c1cccc(Br)c1)n1cncn1 (stereo unspecified)	i	1.55
Cc1ccc(NS(=O)(=O)c2cccc(C(=O)NNC(=O)NC3CCCCC3)c2)c(C)c1	i	-1.34
CC1CCCCN1C(=O)C1CC(c2ccc(F)cc2)=NO1 (stereo unspecified)	i	-0.51
Cc1nc(-c2ccc(C(=O)N3CCOCC3)cc2)cs1	i	-1.67
Cc1cc(C(=O)Nc2ccc(OCc3ccccc3)cc2)c(C)o1	i	-1.09
COC(=O)NC(Nc1sc2c(c1C(N)=O)CCCC2)(C(=O)OC)C(F)(F)F (stereo unspecified)	i	0.02
CCOC(=O)c1sc(=NC(=O)c2ccco2)n(C)c1C	i	-0.79
Cc1ccc(NC(=S)N(CCN(C)C)C(C)c2ccco2)c(C)c1 (stereo unspecified)	i	-1.48
Cc1cc(C)cc(-n2ncc3c2CCCC3NC(=O)CCN2Cc3ccccc3C2=O)c1 (stereo unspecified)	i	-0.64
Cc1c(Cl)cccc1NC(=O)c1cc(-c2ccccc2O)n[nH]1	i	-1.4
Cc1cc(C)n2nc(SCc3cc(=O)oc4ccc5ccccc5c34)nc2n1	i	-0.01
Cc1ccc(-c2nn(-c3ccccc3)c3[nH]c(=O)c(CNCc4ccccc4)cc23)cc1	i	-1.29
O=C(CN1CCN(Cc2ccccc2)CC1)Nc1cccc(Cl)c1	i	-0.48
O=C(O)Cn1cc2c(n1)CCCCC2	i	1.2
COc1ccc(N2CN=C3SCC(=O)N3C2)cc1	i	-0.7
Cc1ccc(S(=O)(=O)ON2C(=O)c3cccc4cccc(c34)C2=O)cc1	i	1.57
OCC1OC(n2nc3ccccc3n2)C(O)C(O)C1O (stereo unspecified)	i	-1.55
O=c1[nH]c2cc3c(cc2cc1CN(Cc1nnnn1CC1CCCO1)C1CCCC1)OCO3 (stereo unspecified)	i	1.22
Cc1noc(C)c1COc1cccc(C(=O)NCCc2c[nH]c3ccccc23)c1	i	-3.51
O=C1CSC(=S)N1/N=C/c1ccc(Cl)c([N+](=O)[O-])c1	i	1.38
Oc1ccccc1C=NCCN=Cc1ccccc1O	i	0.02
O=C(C1CCCO1)N1CCN(C(=S)Nc2ccccc2Cl)CC1 (stereo unspecified)	i	-0.45
O=C(CSc1ccc2nnc(-c3cccnc3)n2n1)Nc1ccc(F)cc1	i	-0.56
